HCMV inh – qHTS Assay for inhibitors of the human cytomegalovirus (HCMV). activity change, negative = inhibition, % at 57.5 µM. 410,000 compounds, 4.5% hits. AID 1259415, 2018. HFF cells, HCMV-luciferase reporter, 72 h; active compounds read low; in the data active means activity change below about -60%; inconclusive means no clear call, values can overlap the other calls; inactive means above about -39%
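Screen run at 2 compound doses on HFFs infected with reporter HCMV, MOI 1 PFU/cell. Luciferase activity from cell lysates at 72 h post infection gave inhibition relative to buffer-only and Salinomycin wells.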
TbPYK inhibitor – qHTS of Trypanosoma Brucei Inhibitors; Potency, µM (series often up to 76.8 µM), inactives show at the top dose activity, negative = inhibition, actives largely listed as inhibitors; AID 624173, 2012; 410,000 compounds, 0.12% hits; pyruvate kinase (Trypanosoma brucei), Q57TT1; TbPYK enzyme, Kinase-Glo Plus ATP luminescence, 45 min; further: potency means the concentration at half of the fitted maximal effect; nearly all actives have a fitted effect of over 50% in size
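ADP (130 uM final) triggers the TbPYK reaction after compound addition; incubation is 45 min at room temperature. Kinase-Glo Plus is then added and luminescence imaged. Normalized data are fitted to concentration-effect curves.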
LmPK inhibitor – qHTS Assay for Inhibitors of Leishmania Mexicana Pyruvate Kinase (LmPK). Q27686. purified LmPK, Kinase-Glo ATP luminescence, 1 h. Potency, µM (top dose mostly 57.5 µM), without a hit: at the highest dose activity change, negative = inhibition, actives largely listed as inhibitors. 290,000 compounds, 0.37% hits. AID 1721, 2009; further: potency means the concentration at half of the fitted maximal effect
Target sequence (Q27686 whole entry, looked up): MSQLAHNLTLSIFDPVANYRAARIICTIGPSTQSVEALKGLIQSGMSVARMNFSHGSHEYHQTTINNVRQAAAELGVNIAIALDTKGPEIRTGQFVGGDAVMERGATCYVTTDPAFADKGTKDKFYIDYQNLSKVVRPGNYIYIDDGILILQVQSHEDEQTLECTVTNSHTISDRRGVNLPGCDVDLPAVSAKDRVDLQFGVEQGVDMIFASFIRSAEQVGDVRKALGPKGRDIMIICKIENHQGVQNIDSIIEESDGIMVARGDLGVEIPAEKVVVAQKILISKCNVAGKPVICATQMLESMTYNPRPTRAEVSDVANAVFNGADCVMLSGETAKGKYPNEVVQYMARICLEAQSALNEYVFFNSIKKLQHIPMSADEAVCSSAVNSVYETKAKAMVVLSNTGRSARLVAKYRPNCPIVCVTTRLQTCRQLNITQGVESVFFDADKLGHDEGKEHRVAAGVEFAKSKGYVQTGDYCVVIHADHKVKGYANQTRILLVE
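Pyruvate kinase activity monitored as ATP production (luciferase luminescence). Conditions: 0.1 nM enzyme, 0.5 mM PEP, 0.1 mM ADP, 1 h, RT; normalized against uninhibited and no-enzyme wells.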
AmpC inh detg – qHTS Inhibitors of AmpC Beta-Lactamase (assay with detergent); AmpC hydrolysis of nitrocefin, absorbance 480 nm, 0.01% Triton; 370,000 compounds, 0.041% hits; P00811; Potency, µM (series often up to 114 µM), for inactives: at the top dose activity change, negative = inhibition, actives largely listed as inhibitors;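 further: potency means the concentration at half of the fitted maximal effect; 0% = no-compound wells and -100% = no-enzyme wells; nearly all actives have a fitted effect of over 25% in size; some results filed as inactive show a strong effect at the top dose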
Target sequence (P00811 whole entry, looked up): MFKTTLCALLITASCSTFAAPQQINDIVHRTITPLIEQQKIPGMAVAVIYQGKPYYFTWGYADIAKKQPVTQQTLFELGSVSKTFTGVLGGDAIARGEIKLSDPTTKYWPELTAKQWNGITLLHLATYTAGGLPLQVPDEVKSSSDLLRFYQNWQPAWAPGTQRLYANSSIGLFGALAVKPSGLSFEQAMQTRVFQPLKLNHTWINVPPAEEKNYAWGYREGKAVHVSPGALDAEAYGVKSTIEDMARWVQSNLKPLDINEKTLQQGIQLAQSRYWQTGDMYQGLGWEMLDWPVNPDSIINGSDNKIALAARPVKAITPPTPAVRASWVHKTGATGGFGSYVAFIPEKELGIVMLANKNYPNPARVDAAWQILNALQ
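20 mM phosphate pH 7.0 + 0.01% (detergent screen) or 0.0001% Triton X-100; 5.3 nM AmpC reagent; cpd preinc 15 min RT; nitrocefin (800 uM stock) to start; A480 q20 s × 4 min; Activity was normalised to no-enzyme and no-compound control wells.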
AMA1 RON2 block – qHTS for Inhibitors of AMA1-RON; Towards Development of Antimalarial Drug Lead: Primary Screen. AlphaScreen AMA1-biotinylated RON2 peptide binding. 360,000 compounds, 0.2% hits. Plasmodium falciparum AMA1 (3D7) - RON2 peptide interaction. AID 720542, 2013. Potency, µM (highest dose often 58.2 µM), without a hit: top-dose activity change, negative = inhibition, most hits filed as inhibitors;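 further: potency means the concentration at half of the fitted maximal effect; 0% = vehicle wells and -100% = peptide control; nearly all actives have a fitted effect of over 45% in size; some results filed as inactive show a strong effect at the top dose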
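AMA1 (3D7) with his tag at 25 nM final met compounds first, then biotinylated RON2 peptide at 25 nM; detection used donor plus acceptor beads, 10 µg/mL apiece, read by AlphaScreen after 30 min at room temperature.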
AmpC inh no detg – qHTS Inhibitors of AmpC Beta-Lactamase (assay without detergent); P00811; AID 485341, 2010; AmpC nitrocefin hydrolysis, absorbance 480 nm, 0.0001% Triton; Potency, µM (series often up to 57.1 µM), for the others: at the highest dose activity change, negative = inhibition, actives largely listed as inhibitors; 330,000 compounds, 0.52% hits;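 further: potency means the concentration at half of the fitted maximal effect; plate controls were no compound for no effect and no enzyme for full effect; nearly all actives have a fitted effect of over 20% in size; some results filed as inactive show a strong effect at the top dose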
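20 mM phosphate pH 7.0 + 0.01% (detergent screen) or 0.0001% Triton X-100; 5.3 nM AmpC reagent; cpd preinc 15 min RT; nitrocefin (800 uM stock) to start; A480 q20 s × 4 min; Activity was normalised to no-enzyme and no-compound control wells.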
HCV inh – qHTS Assay for Inhibitors of Hepatitis C Virus (HCV); Huh7.5.1 HCVcc-Cre infection, luciferase reporter, 44 h; AID 651820, 2012; 340,000 compounds, 3.4% hits; Potency, µM (titrated, usually from 41.8 µM), inactives show top-dose activity change, negative = inhibition, hits mostly inhibitors; further: potency means the concentration at half of the fitted maximal effect
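Cells (1,000/well) were plated 4 h before compound, then infected with HCVcc-Cre virus (~0.5 moi). After 44 h further culture, infection was read as luciferase luminescence following a 15 min substrate incubation at room temperature.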
Active calls of the source: *; ? = inconclusive; nt = no result given; & = joins results of further samples; [ ] = another dose, or the depositor's remark. Unless noted, the call rests on the fitted dose curve; in most records, active means well fitted curve in the direction sought with a large enough effect; inconclusive means small, poorly fitted or top-dose-only effect, or another doubt; inactive means no such curve, though single readings can be large; an effect the other way counts as inactive or inconclusive. Unless noted, on the % scale 0 is the no-effect control and ±100 the full control effect.

SMILES	HCMV inh	TbPYK inhibitor	LmPK inhibitor	AmpC inh detg	AMA1 RON2 block	AmpC inh no detg	HCV inh
Cn1c(=O)[nH]c(=O)c2c1nc(CN1CCN(c3cccc(Cl)c3)CC1)n2CCc1ccccc1	?	2%	-7%	?	29%	4%	-2%
CC1=NN(C(=O)CSCc2ccccc2)C(O)(c2ccc(Cl)cc2)C1 (stereo not drawn)	36	-1%	6%	2%	66%[activator]	-4%	3%
COc1ccc(NC(=O)c2ccc(-n3c(C)ccc3C)cc2)c(OC)c1	-19	0%	-3%	-8%	1%	-24%	?
Cc1nc(N2CCC(C(N)=O)CC2)c2c(-c3cccs3)csc2n1	?	2%	8%	3%	-3%	5%	4%
COc1ccccc1CNC(=O)c1cccc(N2CCCS2(=O)=O)c1	18	1%	nt	-5%	nt	nt	nt
COc1ccc(CN2CCC(=O)NC2=O)cc1	22	-4%	-5%	1%	0%	-22%	10%
O=C(O)CCc1nn2c3ccccc3nc2n(CCN2CCCCC2)c1=O	26	-8%	-2%	0%	-14%	-24%	15%
COC(=O)c1ccc2c(c1)C(NC(C)=O)CCc1cc(OC)c(OC)c(OC)c1-2 (stereo not drawn)	-81*	2%	nt	nt	10%	nt	-3%
Cc1cc(C)nc(SCC(=O)NN)n1	-1	5%	3%	-2%	5%	43%	3%
O=C(Nc1ccc(S(=O)(=O)Nc2ncccn2)cc1)c1ccccc1Cl	2&-28	1%&5%	2%	-7%&14%	-1%	-34%	10%
CCOC(=O)C(Sc1nn(C)c(=S)s1)C(C)=O (stereo not drawn)	60	-12%	3%	2%	-14%	-21%	-1%
COc1cc(N/C=C(\C(C)=O)c2ccccc2)cc(OC)c1	nt	nt	1%	3%	nt	?	-14%
Cc1nc(SCc2nc3cc(Cl)c(F)cc3[nH]2)c2oc3ccccc3c2n1	105	3%	nt	nt	nt	-48%	nt
C#CCn1c(C2CC(=O)N(c3ccc(OC)cc3)C2)nc2ccccc21 (stereo not drawn)	-13	4%	nt	8%	nt	nt	nt
CC(=O)Nc1ccc(-c2csc(Nc3ccc(Cl)cn3)n2)cc1	-61*	4%	-4%	-5%	-3%	-3%	?
CCCn1nnc(NC(=O)c2cccc(OCC)c2)n1	75	6%	-5%	-2%	1%	-9%	11%
CCOC(=O)Cc1c(C)nc2cc(-c3ccc(C)cc3)[nH]n2c1=O	160	-3%	-11%	1%	-2%	-32%	12%
Cc1cccnc1NC(=O)c1ccc(Cl)c(S(=O)(=O)N2CCCC2)c1	nt	0%	0%	-4%	11%	-10%	1%
CC1([N+](=O)[O-])COP(=O)(Nc2cccc(Br)c2)OC1 (stereo not drawn)	-5	7%	nt	nt	-9%	nt	29%
COc1cccc(C2C=C(c3ccc(Br)s3)Nc3ncnn32)c1OC (stereo not drawn)	nt	-24%	4%	-1%	29%	-13%	-26%&-19%

By substructure: those above containing bromine.
SMILES	HCMV inh	TbPYK inhibitor	LmPK inhibitor	AmpC inh detg	AMA1 RON2 block	AmpC inh no detg	HCV inh
CC1([N+](=O)[O-])COP(=O)(Nc2cccc(Br)c2)OC1 (stereo not drawn)	-5	7%	nt	nt	-9%	nt	29%
COc1cccc(C2C=C(c3ccc(Br)s3)Nc3ncnn32)c1OC (stereo not drawn)	nt	-24%	4%	-1%	29%	-13%	-26%&-19%

The list goes on.
SMILES	HCMV inh	TbPYK inhibitor	LmPK inhibitor	AmpC inh detg	AMA1 RON2 block	AmpC inh no detg	HCV inh
Cc1ccc(S(=O)(=O)N2CCN(C(=O)/C=C/c3ccco3)CC2)cc1	-37	1%	6%	-5%	7%	7%	9%
CCCc1c(C(=O)N/N=C/C(C)=C/c2ccccc2)nnn1-c1nonc1N	-17	-3%	-5%	0%	18%	-26%	-20%
O=C1CC(N2CCC(c3nc4ccccc4s3)CC2)C(=O)N1 (stereo not drawn)	83	1%	-3%	?	-19%	-16%	-1%
Fc1ccccc1CNCCc1ccc2c(c1)OCO2	30	10%	-5%	-10%	-27%	-22%	12%
COc1ccc(/C=N/n2c(-c3cc(C)[nH]n3)n[nH]c2=S)cc1	?	?	6%	-10%	53%[activator]	-23%	1%
Cc1ccc(C(=O)NC(=S)NCC2CCCO2)cc1 (stereo not drawn)	98	-12%	-4%	?	-2%	-29%	-20%
O=C(O)c1n[nH]c2ccccc12	2	-3%	-7%	-1%	-5%	-22%	19%
COc1ccc(/C=C(/C#N)C(=O)Nc2ccc(C)cc2C)cc1C(=O)O	16	-1%	-1%	-4%	-4%	-21%	3%
Cc1ccc(Oc2cc([N+](=O)[O-])cc3c2C(=O)Nc2ccccc2O3)cc1	-78*	-6%	4%	?	-11%	-45%	13µM*
Cc1cc(=O)[nH]c(NNC(=O)c2ccc(Cl)cc2)n1	-4	-3%	nt	nt	165%[activator]	nt	nt

6 records picked at random from the list so far:
SMILES	HCMV inh	TbPYK inhibitor	LmPK inhibitor	AmpC inh detg	AMA1 RON2 block	AmpC inh no detg	HCV inh
COc1cccc(C2C=C(c3ccc(Br)s3)Nc3ncnn32)c1OC (stereo not drawn)	nt	-24%	4%	-1%	29%	-13%	-26%&-19%
C#CCn1c(C2CC(=O)N(c3ccc(OC)cc3)C2)nc2ccccc21 (stereo not drawn)	-13	4%	nt	8%	nt	nt	nt
CCOC(=O)Cc1c(C)nc2cc(-c3ccc(C)cc3)[nH]n2c1=O	160	-3%	-11%	1%	-2%	-32%	12%
Cc1ccc(S(=O)(=O)N2CCN(C(=O)/C=C/c3ccco3)CC2)cc1	-37	1%	6%	-5%	7%	7%	9%
CC(=O)Nc1ccc(-c2csc(Nc3ccc(Cl)cn3)n2)cc1	-61*	4%	-4%	-5%	-3%	-3%	?
Cc1nc(SCc2nc3cc(Cl)c(F)cc3[nH]2)c2oc3ccccc3c2n1	105	3%	nt	nt	nt	-48%	nt

New compounds follow.
SMILES	HCMV inh	TbPYK inhibitor	LmPK inhibitor	AmpC inh detg	AMA1 RON2 block	AmpC inh no detg	HCV inh
CCc1c(C)nc2cc(-c3ccc(OC)c(OC)c3)nn2c1NCC1CC1	-8	-16%	10%	-4%	10%	143%[activator]	11µM*
COC(=O)c1ccc2c(=O)n(CCCN3CCOCC3)c(=S)[nH]c2c1	-40	-17%	-3%	-14%	-6%	-25%	3%
COc1ccc(Cl)cc1NC(=O)CSc1nnc(C)n2c1cc1occc12	-3	8%	nt	-4%	nt	nt	nt
CCN(c1cccc(C)c1)S(=O)(=O)c1ccc2c(c1)CCCN2C(C)=O	?	-3%	8%	-6%	-7%	64%[activator]	-14%
O=[N+]([O-])c1ccc(N2CCOCC2)c(S(=O)(=O)N2CCOCC2)c1	50	-8%	10%[11.5 µM]	-1%	-16%	-9%	17%
O=C(NC1CCCCC1)c1ccc(-c2cn[nH]c2)c2ccoc12	31	1%	nt	nt	24%	nt	nt
O=C(NCC1CCCO1)C1CCN(S(=O)(=O)c2cccc3cccnc23)CC1 (stereo not drawn)	-24	5%	0%	-1%	12%	3.2µM*	14%
CN1C(=O)C(C)(C)c2cc(S(=O)(=O)NCC3CCC(C(=O)NCc4ccccc4)CC3)ccc21 (stereo not drawn)	113	2%	0%	?	-2%	73%[activator]	-7%
CCN(CC)CCCNC(=O)Cn1ncc2c3ccccc3n(Cc3ccccc3)c2c1=O	-1	-3%	nt	25%	nt	nt	nt
CCOc1ccc(S(=O)(=O)N2CCN(C(=O)CCOc3ccccc3C)CC2)cc1	?	-1%	nt	-13%	3%	121%[activator]	?
c1cnc(SCCOc2cccc3ccccc23)nc1	-14	6%	1%	?	65%[activator]	0%	?
O=C(N/N=C/c1coc2ccccc2c1=O)c1cc(O)cc(O)c1	?	-4%	19%	3%	6%	-53%	2%
Cc1cccn2c(=O)c(C=O)c(N3CCN(C)CC3)nc12	11	-8%	8%	-19%	-1%	-4%	-4%
Cc1ccc(N(CCC#N)C(=O)COC(=O)C2CCN(S(=O)(=O)c3ccc(C)c(C)c3)CC2)cc1	-32	2%	nt	-12%	-2%	159%[activator]	11%
CC(C)CC(=O)N/C(N)=N/c1nc2ccccc2o1	10	1%	4%	7%	85%[activator]	-24%	-3%
O=c1cc(-c2ccc(O)cc2)oc2c(O)c(O)c(O)c(O)c12	-33	-28%	-16%	5%	-30%	-37%	34%[activator]
Cc1ccc(-n2nc(CO)c(C(=O)NC(C)CCCc3ccccc3)n2)cc1 (stereo not drawn)	-17	1%	nt	-4%	nt	nt	nt
COCCNC(=O)CCC(=O)N1Cc2cccc(OC)c2Oc2ncccc21	16	5%	nt	-1%	nt	nt	nt
CC(OC(=O)C1CCN(c2ccc(C(F)(F)F)cn2)CC1)C(=O)NC1CCCCC1C (stereo not drawn)	65	-17%	nt	-13%	8%[11.6 µM]	-20%	?
O=C(CSc1nnc2sc3ccccc3n12)NCc1ccc2c(c1)OCO2	-12	0%	3%	-5%	-13%	-24%	2%
Cc1c(NS(=O)(=O)c2cccc(C(=O)N3CCC(C(N)=O)CC3)c2)c(=O)n(-c2ccccc2)n1C	-19	4%	nt	nt	10%	-9%	6%
Cc1cc(Cn2nc(-c3ccccc3)cc2C(=O)NCc2cccc(C(F)(F)F)c2)on1	1	3%	nt	1%	46%[activator]	-18%	?

Screening results: PubChem BioAssay, National Center for Advancing Translational Sciences (NCATS)
